# UHRF1 binding – human UHRF1 methylated DNA binding inhibitors. inhibition, % at 4.4 µM. hit rate 0.75% among 370,000. Q96T88. AID 687016. UHRF1 binding to methylated oligo, TR-FRET; in the data active = inhibition above about 21%;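 also: UHRF1 SRA domain binding a hemimethylated CpG hairpin DNA probe; 0% = median of test compound wells and 100% = reference inhibitor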
# Target sequence (Q96T88 whole entry, looked up, the tested form may be a part): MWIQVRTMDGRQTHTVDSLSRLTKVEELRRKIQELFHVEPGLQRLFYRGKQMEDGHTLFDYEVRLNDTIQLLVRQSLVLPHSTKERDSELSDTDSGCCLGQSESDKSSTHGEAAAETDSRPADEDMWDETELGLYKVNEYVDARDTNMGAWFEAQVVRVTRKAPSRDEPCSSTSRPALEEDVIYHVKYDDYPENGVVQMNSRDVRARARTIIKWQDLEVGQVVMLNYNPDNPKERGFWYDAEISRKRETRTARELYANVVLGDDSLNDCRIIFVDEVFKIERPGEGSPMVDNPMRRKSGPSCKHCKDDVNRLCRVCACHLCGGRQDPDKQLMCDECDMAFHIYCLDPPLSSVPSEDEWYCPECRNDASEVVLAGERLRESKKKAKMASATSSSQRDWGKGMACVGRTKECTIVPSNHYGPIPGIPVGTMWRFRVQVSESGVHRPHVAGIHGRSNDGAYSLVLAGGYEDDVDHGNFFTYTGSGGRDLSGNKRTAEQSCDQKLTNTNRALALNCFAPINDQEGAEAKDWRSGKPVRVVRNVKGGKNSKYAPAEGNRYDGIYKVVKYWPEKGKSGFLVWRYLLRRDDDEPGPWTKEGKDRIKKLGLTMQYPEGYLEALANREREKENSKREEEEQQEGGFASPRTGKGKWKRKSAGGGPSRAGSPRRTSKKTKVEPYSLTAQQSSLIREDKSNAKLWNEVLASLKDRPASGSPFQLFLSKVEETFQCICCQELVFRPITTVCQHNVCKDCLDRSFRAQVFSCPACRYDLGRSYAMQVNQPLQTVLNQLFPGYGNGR
# proKLK7 act – proKLK7 (human) activation, primary screen | purified proKLK7, EDANS-DABCYL substrate fluorescence; 100% is mature enzyme control, 0% vehicle | activation, % at 7 µM | hit rate 0.9% among 370,000;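 active = activation above the mean of all tested compounds plus 3 SD, computed per campaign excluding outliers beyond control limits, cut at about 13% in these data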
# Target sequence (P49862 whole entry, looked up): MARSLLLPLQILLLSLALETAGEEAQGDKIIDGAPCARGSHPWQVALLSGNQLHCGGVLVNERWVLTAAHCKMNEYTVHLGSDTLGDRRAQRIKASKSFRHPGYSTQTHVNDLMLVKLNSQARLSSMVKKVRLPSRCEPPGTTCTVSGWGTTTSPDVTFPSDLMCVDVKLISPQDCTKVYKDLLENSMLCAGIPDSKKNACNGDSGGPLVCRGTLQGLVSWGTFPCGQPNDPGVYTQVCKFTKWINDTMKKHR
# LEDGF integ inh – blocks HIV-1 LEDGF/p75-dependent DNA integration; TR-FRET IN-LEDGF/p75 DNA integration, Eu/Cy5; inhibition, % at 3.7 µM; hit rate 0.64% among 370,000; AID 743269;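 active = inhibition above the screen-wide mean plus 3 SD, cut at about 13% in these data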;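 also: signal is the Cy5 over europium emission ratio at 671 and 618 nm; 0% = plate median of compound wells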
# PRMT1 inh – PRMT1 (human) inhibition, primary screen. Q99873. recombinant PRMT1, activity-based probe fluorescence polarization. inhibition, % at 2.79 µM. hit rate 1.3% among 370,000. AID 652257;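 active = inhibition above about 21% made by adding two undisclosed values, limit read from the data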
# SIAE inh – inhibitors of human sialic acid acetylesterase SIAE; Q9HAT2; SIAE FP-Rh probe binding, fluorescence polarization; inhibition, % at 9.66 µM; hit rate 0.69% among 370,000; AID 1053197;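 active = inhibition above a cutoff: mean of compounds within the control limits plus 3 SD of those, cut at about 17% in these data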;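 also: 0% = plate median of compound wells and 100% = probe without SIAE protein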
# TCR-CD3 inh – human TCR-CD3 binding inhibition; TAMRA-labeled TCR probe fluorescence, biochemical; inhibition, % at 9.4 µM; hit rate 0.37% among 360,000; in the data active = inhibition above about 19%;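 also: recombinant mutant TCR 2C K166C tagged with TAMRA read by polarization; 0% = receptor in buffer alone and 100% = receptor with positive control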
# DDE Tn6 FP inh – inhibitors of Tn6 peptide binding to human fibrin DD(E); P02675; Fibrin DD(E) TRITC-Tn6 fluorescence polarization displacement; inhibition, % at 8.3 µM; hit rate 0.21% among 370,000; AID 720509;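 active = inhibition above a per-campaign cutoff: mean of compounds within control limits plus 3 SD, cut at about 15% in these data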;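 also: 0% = median of all compound wells on the plate and 100% = blocking peptide control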
# TDP2 inh – blocks human TDP2 phosphodiesterase activity. recombinant TDP2, T5PNP hydrolysis, p-nitrophenol absorbance 415 nm. hit rate 0.34% among 370,000. O95551. inhibition, % at 12.8 µM;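 active = inhibition above the mean of all tested compounds plus 3 SD, set per campaign, cut at about 25% in these data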;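 also: 0% = DMSO with enzyme and 100% = buffer with substrate but no TDP2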
#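 Assay system: Recombinant human TDP2 | Quantity: 120 nM TDP2 per well | Incubation: 2 h at 37 °C | Signal: Epi absorbance | Evaluation: Percent inhibition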
# MBD2 inh – blocks human MBD2 binding to methylated DNA. Q9UBB5. TR-FRET, MBD2 binding to methylated oligonucleotide. inhibition, % at 4.4 µM. hit rate 0.31% among 370,000. AID 686964; in the data active = inhibition above about 13%
# Tn7 DDE FP – DD(E)-Tn7 binding inhibition, primary FP screen | FP displacement of FITC-Tn7 peptide from fibrin DD(E); 0% = median of compound wells per plate | inhibition, % at 8.3 µM | hit rate 0.13% among 370,000 | AID 720508;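 active = inhibition above the mean of compounds falling within the control limits plus 3 SD of them, cut at about 14% in these data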;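 also: 0% = plate median of compound wells and 100% = 10 µM Aha-Tn7 peptide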
#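 Also added: labelled Tn7 tracer, 0.1 µM; Assay system: human fibrin DD(E) protein; Amount: 2 µM fibrin DD(E); Schedule: 10 min compound pre-incubation, 3 h probe incubation at room temperature; Repeats: one replicate per compound; Read-out basis: percent inhibition; Measured by: fluorescence polarization of the labelled Tn7 tracer.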
# The depositor's hits bear a star; x = not tested or not shown.
# Start of the listing, in advance:
SMILES,UHRF1 binding,proKLK7 act,LEDGF integ inh,PRMT1 inh,SIAE inh,TCR-CD3 inh,DDE Tn6 FP inh,TDP2 inh,MBD2 inh,Tn7 DDE FP
Cc1ccc(S(=O)(=O)NC2CC2)cc1[N+](=O)[O-],1.3,0.8,-8.1,1.2,-12.5,1.6,6.7,-4.9,0.4,0.7
Cc1cccc(C)c1NC(=O)NCCSc1snnc1C,2.0,0.0,15.0*,1.9,-1.4,-2.6,6.1,2.8,1.8,3.7
CCN(CC)S(=O)(=O)c1ccc(N/N=C(\C)c2cccnc2)nc1,-3.5,0.0,-1.3,-0.8,2.7,-0.7,4.2,8.4,-6.6,2.4
O=C(CSc1ccc(Cl)cc1)Nc1ccccc1Oc1ccccc1,2.8,-0.5,2.5,0.6,2.8,-3.8,-5.0,-2.3,8.1,1.7
CCOC(=O)C1=CCC(c2ccc(C)cc2)N(S(=O)(=O)c2ccc(C)cc2)C1 (stereo unspecified),-1.9,1.0,-3.8,3.5,-1.7,2.2,-7.8,-0.4,5.9,0.5

# The list itself, repeating the preview:
SMILES,UHRF1 binding,proKLK7 act,LEDGF integ inh,PRMT1 inh,SIAE inh,TCR-CD3 inh,DDE Tn6 FP inh,TDP2 inh,MBD2 inh,Tn7 DDE FP
Cc1ccc(S(=O)(=O)NC2CC2)cc1[N+](=O)[O-],1.3,0.8,-8.1,1.2,-12.5,1.6,6.7,-4.9,0.4,0.7
Cc1cccc(C)c1NC(=O)NCCSc1snnc1C,2.0,0.0,15.0*,1.9,-1.4,-2.6,6.1,2.8,1.8,3.7
CCN(CC)S(=O)(=O)c1ccc(N/N=C(\C)c2cccnc2)nc1,-3.5,0.0,-1.3,-0.8,2.7,-0.7,4.2,8.4,-6.6,2.4
O=C(CSc1ccc(Cl)cc1)Nc1ccccc1Oc1ccccc1,2.8,-0.5,2.5,0.6,2.8,-3.8,-5.0,-2.3,8.1,1.7
CCOC(=O)C1=CCC(c2ccc(C)cc2)N(S(=O)(=O)c2ccc(C)cc2)C1 (stereo unspecified),-1.9,1.0,-3.8,3.5,-1.7,2.2,-7.8,-0.4,5.9,0.5
COc1ccc(C)cc1S(=O)(=O)NCCC1=CCCCC1,-5.5,-0.4,-0.4,-3.2,-2.1,9.0,3.2,4.6,2.8,1.4
Cc1ccc(C(=O)N2C3C=CC(C3)C2(C(F)(F)F)C(F)(F)F)cc1 (stereo unspecified),4.8,0.2,3.1,-0.4,6.5,-2.1,3.6,-8.1,6.5,3.6
CCOCCCNC(=O)C(Cc1ccccc1)NS(=O)(=O)c1cccc2nsnc12 (stereo unspecified),6.1,0.6,5.5,-2.0,2.7,1.1,4.9,2.1,1.3,-7.3
Cn1nc(-c2ccc(Cl)cc2)cc1NC(=O)CCCC(=O)O,2.0,0.1,-3.5,0.8,0.2,-1.8,-3.9,-7.7,0.1,-0.9
CC(C)CNc1nc(NC(C)(C)C)nc(Oc2ccc(=O)[nH]n2)n1,-1.2,-0.5,4.7,-1.1,-0.9,0.0,1.8,2.1,1.6,-5.2
COc1ccc(C(=O)OCC(=O)NC2CCCCCC2)cc1OC,3.1,-0.3,-1.1,1.0,2.5,1.1,-10.8,-1.9,3.0,3.3
O=C(c1ccncc1)N1CC[C@H]2[C@H](CCCN2Cc2cc(F)cc(F)c2)C1,-1.1,-0.2,-1.7,1.2,-1.1,x,4.6,1.6,3.4,8.6
COc1ccc(C(=O)O/N=C2\C(=O)N(C)c3ccccc32)cc1,-1.9,-0.4,-4.2,0.2,7.3,4.0,7.1,10.9,-0.8,3.9
COc1cc(C[C@@H]2C(=O)OC[C@H]2Cc2ccc(OC)c(OC)c2)ccc1O,3.5,-0.6,0.1,1.5,3.1,-7.8,-7.0,-4.5,1.4,-0.1
O=C(Nc1cccc(Cl)c1Cl)C1CCCO1 (stereo unspecified),1.4,-0.4,4.3,-2.3,-3.7,1.9,-4.5,-13.3,-8.9,1.8
COC(=O)/C=C1/S/C(=N/NC(=O)c2ccc(OC)cc2)NC1=O,-3.5,0.1,-6.8,1.7,-2.3,2.0,0.2,-10.4,-2.3,0.3
CCOc1ccc(S(=O)(=O)NCc2ccccn2)cc1,1.5,-0.6,0.3,-0.7,7.5,7.4,-4.3,4.4,-9.6,1.7
CC1CN(S(=O)(=O)c2cccc(C(=O)N(Cc3nnc(-c4ccccc4Cl)o3)C3CC3)c2)CC(C)O1 (stereo unspecified),-2.0,0.3,-1.8,2.8,17.4*,-10.8,-7.3,7.2,0.5,-0.8
Cc1ccc(N2C(=O)NC3(CCCCC3)C2=O)cc1,23.5*,0.1,-4.0,1.5,-1.8,-7.6,2.7,-5.3,11.1,0.3
C#CCOCCOCCOCCNc1nc(N2CCN(C(=O)C([C@@H](C)CC)n3cc(C(N)COC(=O)C(F)(F)F)nn3)CC2)nc(N2CCN(C(=O)[C@H](CCC(=O)O)n3cc(C(N)CC(C)C)nn3)CC2)n1 (stereo partly specified),4.5,0.3,2.5,-0.9,-1.7,2.3,5.7,1.2,6.6,-5.2
O=C(N/N=C/c1ccccc1[N+](=O)[O-])C(=O)N1CCCC1,-0.9,-0.1,-9.4,0.3,4.0,11.4,-2.6,-3.6,-0.5,-1.8
COc1cc(C2NC(=O)NC(c3ccccc3)=C2C(C)=O)c(Br)c(Br)c1O (stereo unspecified),1.9,0.1,-7.3,1.5,0.5,-9.0,-4.1,1.0,2.1,5.3
COc1ccc(C(=O)NCc2ccc(C)cc2)cc1S(=O)(=O)N1CCCC1,0.9,0.0,-5.4,4.2,2.7,3.2,-5.5,0.1,5.7,2.5
COc1ccccc1CNC(=O)C1CCCN(S(=O)(=O)c2cnc[nH]2)C1 (stereo unspecified),-2.5,0.6,1.2,-0.6,5.3,3.9,-4.6,1.1,-7.2,7.2
CCCN(CCC)C(=O)C1CCN(c2ccc(S(=O)(=O)N3CCOCC3)cc2[N+](=O)[O-])CC1,-4.3,-0.1,-2.5,-2.0,4.3,-8.4,6.1,7.2,-5.4,5.1
O=C(Cc1ccccc1)NNC(=S)NC(=O)c1cccs1,-2.3,0.0,-2.8,0.5,3.5,13.9,-2.8,15.1,0.9,-4.0
COc1cc(Cl)c(C)cc1NC(=O)COC(=O)c1ccc(CN2CCCC2=O)cc1,3.6,0.1,-3.8,2.4,-4.0,-0.1,-5.5,4.1,-4.7,1.9
CC(C)N(Cc1ccccc1)C(=O)C1CCN(c2ncnc3c2nc2n3CCCCC2)CC1,-1.5,0.3,2.4,1.9,0.7,5.4,9.5,3.2,0.2,3.3
COc1ccc(NC(=O)NNC(=O)C(C)Oc2ccc(C(C)C)cc2)c(OC)c1 (stereo unspecified),-0.6,0.4,0.2,-1.4,-4.8,-3.3,-1.0,12.3,-1.5,-3.3
COc1ccccc1-c1cc(NC=O)c2ncc(-c3ccc(S(C)(=O)=O)cc3)n2c1,-1.2,-31.0,-1.4,4.5,-11.4,1.6,-7.8,-1.4,-1.7,-8.0
Cc1c(C(=O)NC(=S)Nc2ccccc2N2CCCC2)cccc1[N+](=O)[O-],-12.2,0.0,-2.8,6.2,-2.3,9.9,-0.8,20.9,0.9,2.1
CCN(CC)S(=O)(=O)c1ccc(Oc2ccccc2)cc1,8.5,0.8,-0.3,-2.9,-4.6,3.4,1.1,-2.0,3.3,-1.9
CC1=C(C(=O)N(C(C)C)C(C)C)CC(CC(=O)NCCCN(C)C)C(=O)N1CCCN1CCCC1=O (stereo unspecified),-0.4,-0.8,1.0,-5.3,1.8,-4.3,1.3,3.7,2.9,-3.7
O=[N+]([O-])c1cccc2c3c([nH]c12)CCCC3,-4.8,0.6,-0.5,-4.9,3.2,-0.1,-1.6,-3.1,-1.4,-4.2
CCOc1ccc(C(C)(N)C(=O)O)cc1 (stereo unspecified),3.7,0.2,3.5,-0.6,-5.1,-2.9,-4.9,3.6,-0.2,-9.2
Cc1noc(C(=O)Nc2ccc(F)cc2F)c1Cl,1.2,-0.2,-3.7,0.0,-9.0,2.4,0.2,2.4,-1.1,6.2
O=S1(=O)c2c(cccc2N2CCC[C@H]2CO)O[C@@H]2CCN1C2,8.7,0.7,0.5,-0.3,0.0,x,-1.9,-6.3,1.7,3.1
O=C(N/N=C/c1ccc(OCc2ccccc2)cc1)c1cccs1,6.1,-0.8,-2.1,5.8,-7.3,0.3,-6.6,-4.3,-3.9,-7.9
CCN(CC)S(=O)(=O)c1ccc(N2C(=O)CC2(/C=C/c2ccccc2)C(=O)NC2CCCC2)cc1 (stereo unspecified),-3.7,-0.3,1.8,-5.1,5.1,6.0,-3.7,0.8,3.0,1.7
O=C(CCNC(=O)c1ccccc1Cl)NN=Cc1ccccc1[N+](=O)[O-],2.0,0.2,-1.8,0.3,1.8,-0.6,1.8,3.0,-6.9,-3.8
COc1ccc(Cc2nnc(NC(=O)C3CC(=O)N(c4ccccc4)C3)s2)cc1OC (stereo unspecified),-1.9,0.2,3.4,-4.2,9.1,-1.3,2.7,6.8,-0.6,4.1
N#Cc1ccc(C(=O)OCC(=O)Nc2ccc(S(N)(=O)=O)cc2)cc1,18.0,0.1,0.2,-0.7,-6.6,1.6,11.1,10.4,6.3,0.9
COc1ccccc1-c1cccc([C@@H]2C[C@H]3[C@H](CON3C)CN2C(=O)CCc2ccccc2)c1,-0.6,-0.3,-2.2,3.5,-1.3,-3.0,1.7,3.9,4.0,-0.9
O=C(CN1C(=O)c2ccccc2S1(=O)=O)N1CCN(c2cccc(Cl)c2)CC1,-0.5,-0.5,-3.0,1.9,-1.0,-3.5,0.0,10.1,2.6,0.8
CC(C)[C@@H](C(=O)NC1CCN(Cc2ccccc2)CC1)N1C(=O)N2CCc3c([nH]c4ccccc34)[C@@]2(C)C1=O,2.1,0.7,1.7,-3.4,-4.1,-2.8,-5.3,1.0,-1.6,1.9
O=C(CCCOc1ccccc1)N1CCCCC1,2.5,0.0,-1.9,2.2,0.3,-0.8,0.8,1.5,3.0,3.7
COc1ccc(OC)c(S(=O)(=O)NC(=O)C2(C)CCN2C(=O)CC2CCCC2)c1 (stereo unspecified),0.6,-0.3,-4.6,11.2,-2.8,-5.9,-11.4,-13.3,6.5,-1.2
O=C(COc1ccccc1F)NCCc1ccc2c(c1)OCCO2,3.9,-0.1,4.5,-3.3,0.1,4.1,5.3,-4.2,-4.5,2.8
NC(=O)c1nsc(C(=O)N(c2ccccc2F)C(C(=O)NCc2ccccc2)c2ccc(O)cc2)c1N (stereo unspecified),-0.6,9.0,7.1,-0.7,-18.8,4.3,-5.7,1.4,-6.5,-5.9
O=C(NCc1ccccn1)C(F)(F)C(F)(F)C(=O)NCc1ccccn1,1.4,0.1,0.5,-1.9,10.0,5.1,2.9,6.3,-6.5,-4.1
CC(C)(C)OC(=O)C[C@@H]1C/C=C\C[C@H](CC(=O)N[C@@H](CO)Cc2ccccc2)C(=O)N[C@H](C(C)(C)C)COC1=O,-1.4,0.1,-0.2,-3.1,15.1,2.1,1.5,-13.4,4.4,7.9
CC(C)C(NC(=O)c1ccccc1F)C(=O)Nc1nccs1 (stereo unspecified),-1.4,-0.1,1.5,-2.6,-3.7,3.8,-0.3,-1.6,-3.9,2.9

# Source: PubChem
